NR2E3 ag-1 = activates human NR2E3 receptor; Q9Y5X4; CHO-S Gal4-NCOR/VP16-NR2E3 two-hybrid, luciferase; inhibition of corepressor binding, % at 3.98 µM; 360,000 compounds, 0.35% hits; AID 602229;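 active = inhibition above the mean of all tested compounds plus 3 SD, cut at about 70% in these data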;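 also: 0% = DMSO with NR2E3 transfected cells and 100% = cells lacking NR2E3 construct; higher means lower luciferase signal from less NR2E3 corepressor binding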
H9c2 protect = protects H9c2 cardiomyocytes from peroxide injury; H2O2 injury protection, ATPLite, 2 h; protection from H2O2 cell death, % at 20 µM; 360,000 compounds, 0.63% hits; AID 588492;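 active = compounds giving at least 50% protection of heart cells from peroxide-induced death in the single-dose screen, raw or plate-pattern-corrected value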;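 also: 0% = DMSO wells with peroxide and 100% = DMSO wells without peroxide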
hiPSC survival = enhancers of human iPSC single-cell survival. survival enhancement, % at 20 µM. hiPSC single-cell survival, ATPlite luminescence; 100% = ROCK inhibitor wells, 0% = DMSO. 360,000 compounds, 0.044% hits; in the data active = survival enhancement above about 18%;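 also: cells exposed to compounds for 16 hours before the ATP read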
CaV13 FRET inh = Primary screen for inhibitors of IQ motif and Ca2+-dependent inactivation inhibitor domain binding in CACNA1D, Förster resonance energy transfer in living cells, …; HEK cells, CFP/YFP FRET ICDI-IQ, plate reader, 10 min; percent FRET-ratio fall versus neutral wells; inhibition, % at 12.3 µM; 340,000 compounds, 0.098% hits; AID 743397;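 active = mean replicate inhibition of at least 30% and at least 1% of replicates passing that level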;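 also: 0% = median of the neutral control wells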
m5-HT2A agonist = mouse HTR2A agonism via beta-arrestin recruitment; 360,000 compounds, 0.66% hits; activation, % at 7.6 µM; P35363; CHO-K1 mHTR2A beta-arrestin complementation, luminescence; percent of 30 µM serotonin response;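 active = activation above a run cutoff, the mean activation of all tested compounds plus 3 SD, cut at about 14% in these data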;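 also: 0% = plate median of compound wells and 100% = 30 µM serotonin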
Target sequence (P35363 whole entry, looked up): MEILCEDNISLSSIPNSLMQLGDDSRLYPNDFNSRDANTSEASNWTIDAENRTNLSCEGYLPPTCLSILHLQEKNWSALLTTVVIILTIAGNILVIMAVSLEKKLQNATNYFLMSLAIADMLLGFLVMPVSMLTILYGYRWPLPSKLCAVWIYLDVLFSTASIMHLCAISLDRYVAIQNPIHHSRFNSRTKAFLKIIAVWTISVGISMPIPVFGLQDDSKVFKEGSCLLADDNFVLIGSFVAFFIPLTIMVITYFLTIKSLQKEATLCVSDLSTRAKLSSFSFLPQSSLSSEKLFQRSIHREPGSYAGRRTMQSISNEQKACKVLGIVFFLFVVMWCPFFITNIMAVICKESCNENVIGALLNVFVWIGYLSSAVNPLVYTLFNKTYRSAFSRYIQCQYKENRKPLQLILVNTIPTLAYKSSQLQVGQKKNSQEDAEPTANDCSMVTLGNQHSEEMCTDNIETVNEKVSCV
Peg3 prom inh = Peg3 promoter activity inhibition; HeLa PEG-Prom luciferase reporter, luminescence, overnight; inhibition, % at 20 µM; 360,000 compounds, 1.7% hits;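 active = inhibition of at least 50% at 20 µM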
PDI turbidity = inhibitors of human protein disulfide isomerase; P07237; PDI insulin aggregation turbidity, A650, 90 min; inhibition, % at 10 µM; 350,000 compounds, 0.052% hits; AID 588391;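 active = mean inhibition across replicates of 30% or more, whatever share of single replicates reach that level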;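 also: absorbance from insulin aggregation driven by PDI reduction with DTT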
Target sequence (P07237 whole entry, looked up): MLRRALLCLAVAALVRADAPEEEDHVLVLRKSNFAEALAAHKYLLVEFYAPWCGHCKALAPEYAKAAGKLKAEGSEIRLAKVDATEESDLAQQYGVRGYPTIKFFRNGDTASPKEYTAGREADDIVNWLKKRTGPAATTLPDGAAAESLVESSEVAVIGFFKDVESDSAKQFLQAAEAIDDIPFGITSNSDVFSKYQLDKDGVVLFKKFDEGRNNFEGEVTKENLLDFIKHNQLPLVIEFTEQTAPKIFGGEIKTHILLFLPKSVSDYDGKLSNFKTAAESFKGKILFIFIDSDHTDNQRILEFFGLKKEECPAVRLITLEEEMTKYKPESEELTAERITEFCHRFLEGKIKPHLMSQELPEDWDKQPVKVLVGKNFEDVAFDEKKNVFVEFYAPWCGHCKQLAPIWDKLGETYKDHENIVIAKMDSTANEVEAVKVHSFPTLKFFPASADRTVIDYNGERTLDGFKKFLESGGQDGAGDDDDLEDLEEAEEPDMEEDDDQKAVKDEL
MITF TRPM1 inh = inhibitors of MITF-driven TRPM1 promoter in melanoma cells; inhibition, % at 12.5 µM; SK-MEL-5 TRPM1 promoter luciferase, 24 h; 330,000 compounds, 0.83% hits;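 active = mean inhibition across replicates of 60% or more, whatever share of single replicates reaches that level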; also: values of inactives mirror those of a sister screen read the other way
Shn3 inh set2 = Schnurri-3 reporter inhibition in Clone20 osteoblasts | Clone20 osteoblast Shn3 3'UTR firefly luciferase, 24 h | inhibition, % at 12.5 µM | 360,000 compounds, 0.52% hits;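 active = mean inhibition of at least 75% with every replicate also reaching 75%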;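 also: 0% = median of neutral control wells and 100% = pilot-screen positive control compound; some compounds past the cut are filed as inactive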
NR2E3 ag-2 = agonists of human nuclear receptor NR2E3; Q9Y5X4; GST-NR2E3/biotin-RetCOR TR-FRET, 1536-well; inhibition of corepressor binding, % at 4.78 µM; 320,000 compounds, 0.12% hits; AID 2300;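 active = percent inhibition above the cutoff of mean plus 3 SD of all tested compounds, set per screening campaign, cut at about 20% in these data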;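 also: 0% = DMSO wells and 100% = biotin wells as full block of FRET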
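Material: NR2E3–RetCOR corepressor complex / Amount: 1.35 nM GST-NR2E3 / Medium: Tris pH 7.5 / Compound: single nominal compound dose of 4.8 µM / Incubation: 5 h at 4 °C / Technique: TR-FRET, Eu(K)-anti-GST donor, streptavidin-D2 acceptor, ex 340, em 617/671 nm / Read-out basis: percent loss of FRET ratio relative to control wells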
HIF-2a block = blocks HIF-2a reporter activity | 786-0 RCC cells HIF-2a reporter, luciferase luminescence, overnight | inhibition, % at 18.8 µM | 360,000 compounds, 0.72% hits;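 active = inhibition of the luminescence signal of 40% or more relative to plate controls, in a single-dose primary screen at 18.75 µM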
* marks the source's active call; other numbers are inactive results; x = no result given.

1) CCCCNc1ccc2nsnc2c1[N+](=O)[O-]
2) CCCNC(=O)c1ccc(C2SCC(=O)N2CCc2ccccc2)cc1 (stereo not given)
3) CC(C)N1CCc2c(sc(NC(=O)c3ccc([N+](=O)[O-])o3)c2C(N)=O)C1
4) COc1ccc2nc(C)cc(SCC(=O)N3CCCCC3)c2c1
5) COc1ccc(OC)c(C(c2c(C)[nH][nH]c2=O)c2c(C)[nH][nH]c2=O)c1
6) C[C@@H]1CN(C(=O)c2nc3ccc(Cl)cn3c2CN(C)CCc2cnn(C)c2)C[C@H](C)O1
7) O=C(Nc1ccon1)c1cccc(S(=O)(=O)N2CCCCC2)c1
8) C=CCNc1nnc(Sc2ncccc2[N+](=O)[O-])s1
assay / entry,1,2,3,4,5,6,7,8
hiPSC survival,1.3,-1.6,-0.4,1.1,-0.4,0.2,0.5,0.1
NR2E3 ag-2,2,-1,2,4,-2,-2,5,0
HIF-2a block,0,28,90*,-5,19,15,13,-20
PDI turbidity,-14,-4,2,-1,24,-10,5,-4
Peg3 prom inh,-6,15,104*,10,4,0,10,-23
MITF TRPM1 inh,9,-2,94*,8,8,15,7,16
NR2E3 ag-1,-19,-6,48,-12,-19,-12,7,-11
Shn3 inh set2,-14,6,-62,6,-8,-31,1,-21
CaV13 FRET inh,-3,-5,-4,-4,-4,-7,5,-4
m5-HT2A agonist,0,-2,-10,-3,0,9,6,-1
H9c2 protect,8,-5,-14,-1,0,2,0,-21

9) S=C(NC1CCCCCC1)NC1CCCC1
10) O=C(/C=C/c1ccccc1)NC(=S)NNS(=O)(=O)c1ccccc1
11) CC1(c2ccc(OC(F)F)cc2)NC(=O)N(CC(=O)Nc2ccccc2)C1=O (stereo not given)
12) Cc1c(NC(=O)c2cnn3c2NC(c2ccco2)CC3C(F)(F)F)c(=O)n(-c2ccccc2)n1C (stereo not given)
13) COc1ccc(C(CNC(=O)c2cc(SC)ccc2Cl)N(C)C)cc1 (stereo not given)
14) O=C(CCNS(=O)(=O)c1ccc(Cl)cc1)N1CCN(c2ccccn2)CC1
15) Cc1ccc(S(=O)(=O)N2CCN(C(C)C)CC2)cc1
16) O=c1nc2ccc(Cl)cn2c2ccc(S(=O)(=O)N3CCCCC3)cc12
assay / entry,9,10,11,12,13,14,15,16
hiPSC survival,-1.4,-0.6,-0.6,2.9,0.0,0.3,-0.1,0.0
NR2E3 ag-2,0,4,-1,1,1,3,4,5
HIF-2a block,-24,-9,-84,10,-2,11,10,7
PDI turbidity,9,-1,-2,-3,9,2,-3,-17
Peg3 prom inh,-7,11,-60,1,5,21,2,24
MITF TRPM1 inh,-9,4,-9,7,7,5,3,-7
NR2E3 ag-1,-13,-66,-31,-5,18,-26,-8,-5
Shn3 inh set2,14,9,-8,-3,10,-10,-19,12
CaV13 FRET inh,0,-7,-4,-6,-15,-4,-6,-7
m5-HT2A agonist,10,1,0,10,-1,1,9,1
H9c2 protect,-7,-5,2,2,1,-5,1,3

17) O=C(CSc1nnc(COc2ccc(Cl)cc2)o1)N1CCCCC1
18) CCCn1c(NCc2cccc(OC)c2O)nc2ccccc21
19) CCCc1ccc(NC(=O)C2CCCN(c3cnccn3)C2)cc1 (stereo not given)
20) COc1cccc(N(CC(=O)NCCSCc2ccc(C)cc2)S(C)(=O)=O)c1
21) Fc1ccc(NC2=NCCCCC2)cc1
22) CC(CC(=O)Nc1ccc2c(c1)OCO2)c1ccccc1 (stereo not given)
23) CCC1(CC)NC(=O)N(CC(=O)OCC(=O)Nc2cc(C)ccc2C)C1=O
24) Cc1cc(C)c2c(c1)-c1c(ssc1=S)C(C)(C)N2C(=O)CN1C(=O)c2ccccc2C1=O
assay / entry,17,18,19,20,21,22,23,24
hiPSC survival,0.4,1.8,0.0,0.0,-1.2,-0.1,3.5,-0.4
NR2E3 ag-2,0,0,1,x,0,0,-1,-1
HIF-2a block,4,-66,-74,12,16,-108,17,3
PDI turbidity,-11,5,0,-3,2,1,9,-3
Peg3 prom inh,0,-91,-33,25,6,-91,11,20
MITF TRPM1 inh,x,-30,-14,-1,0,-39,-6,10
NR2E3 ag-1,16,-27,-49,1,1,-18,-5,2
Shn3 inh set2,2,-28,6,-2,29,-14,39,1
CaV13 FRET inh,-3,-4,-15,-4,4,1,-3,-2
m5-HT2A agonist,4,-2,-5,-4,9,2,-1,-1
H9c2 protect,3,-1,-3,1,-3,-6,-10,36

25) C=C(C)C1CC=C(CN2CCN(Cc3ccccc3)CC2)CC1 (stereo not given)
26) CN(c1ccccc1)S(=O)(=O)c1cccc(C(=O)NC2CC(C)(C)NC(C)(C)C2)c1
27) O=[N+]([O-])c1ccccc1S(=O)(=O)Nc1ccc(-c2ccc(N3CCCC3)nn2)cc1
28) COc1ccc(NS(=O)(=O)c2ccc3[nH]c(=O)[nH]c3c2)cc1
29) Cc1cccc(NC(=O)c2ccc3nc(N4CCOCC4)sc3c2)c1C
30) COc1ccc(Cl)cc1-c1cc(C(=O)Nc2ccc(C)c(NS(C)(=O)=O)c2)[nH]n1
31) C=CCn1c(=NC(=O)CN2C(=O)CCC2=O)sc2cccc(OC)c21
32) COc1ccc(CN2CCN(Cc3nc4ccccc4s3)CC2CCO)c(C)c1C (stereo not given)
assay / entry,25,26,27,28,29,30,31,32
hiPSC survival,-0.5,-0.5,-0.1,1.1,0.9,-3.1,-1.7,-2.1
NR2E3 ag-2,1,-2,-2,0,4,x,2,-2
HIF-2a block,2,7,-62,19,-34,-9,3,-20
PDI turbidity,-3,1,0,-20,-7,-2,x,-4
Peg3 prom inh,13,-14,-120,18,-7,69*,13,-40
MITF TRPM1 inh,-13,x,-16,13,x,x,0,5
NR2E3 ag-1,13,-16,-41,-27,-22,-46,-27,-17
Shn3 inh set2,-16,-18,-23,14,-31,5,11,-1
CaV13 FRET inh,-3,-5,-6,-6,-6,-7,-3,-3
m5-HT2A agonist,-1,3,-1,2,2,-9,-4,4
H9c2 protect,-1,8,-2,-1,9,28,-9,-13

Next section; it opens with the 2 that closed the last part.
31) C=CCn1c(=NC(=O)CN2C(=O)CCC2=O)sc2cccc(OC)c21
32) COc1ccc(CN2CCN(Cc3nc4ccccc4s3)CC2CCO)c(C)c1C (stereo not given)
33) CCC(O)CC(C(=O)NNc1ccccc1)C(=O)NNc1ccccc1 (stereo not given)
34) CCC1CCc2c(c3ccccc3[nH]c2=O)O1 (stereo not given)
35) Cc1ccccc1/[N+]([O-])=C/c1ccncc1
36) COCCNc1nc(-c2cc(-c3ccccc3)on2)cc(C(C)C)n1
37) O=C(c1cccc(S(=O)(=O)N2CCN(c3ccc(F)cc3)CC2)c1)N1CCCCCCC1
38) CCOC(=O)N1CCN(C(=O)c2oc3ccc(S(=O)(=O)N4CCCCC4)cc3c2C)CC1
39) O=C(CN1C(=O)c2ccccc2S1(=O)=O)Nc1ccccn1
40) COc1ccc(NC(C)=O)cc1S(=O)(=O)NC(Cc1ccccc1)C(=O)NC(C)c1ccccn1 (stereo not given)
assay / entry,31,32,33,34,35,36,37,38,39,40
hiPSC survival,-1.7,-2.1,-0.1,4.5,-5.9,-2.1,-0.1,2.1,0.5,-1.8
NR2E3 ag-2,2,-2,0,0,-3,1,0,-2,1,x
HIF-2a block,3,-20,10,-5,7,-26,14,16,4,5
PDI turbidity,x,-4,-2,-12,2,-1,1,0,1,0
Peg3 prom inh,13,-40,6,-14,5,-10,10,8,-6,11
MITF TRPM1 inh,0,5,18,-5,-6,-13,10,16,1,x
NR2E3 ag-1,-27,-17,26,8,10,-19,52,20,7,-20
Shn3 inh set2,11,-1,-2,-25,-12,12,72,41,-2,3
CaV13 FRET inh,-3,-3,12,x,0,-6,-7,-5,-7,-16
m5-HT2A agonist,-4,4,2,9,-6,-3,-6,5,8,-3
H9c2 protect,-9,-13,2,4,22,1,-15,-8,4,10

41) COc1ccc(C2CC(c3cc(Br)ccc3F)n3nnnc3N2)cc1 (stereo not given)
42) CCNC(=O)CSc1nnc(-c2cccc(S(=O)(=O)N(CC)CC)c2)n1CCc1ccccc1
43) O=C(Nc1nsc(-c2ccccc2)n1)c1ccc(F)cc1
44) O=C(O)c1cccc(NC(=O)c2ccc(S(=O)(=O)c3ccccc3)cc2)c1
45) Cc1ccc(S(=O)(=O)N(C)CC(=O)O/N=C(\N)c2cccc([N+](=O)[O-])c2)cc1
46) CC(C)C1N(c2ccccc2)C(N)=C(C#N)C1(C#N)C#N (stereo not given)
47) CN(C)CCn1c2c(c(SCC(=O)Nc3cccc4ccccc34)nc1=O)CCC2
48) Cc1ccc(C(=O)Nc2ccccc2N2CCN(C(=O)C(C)C)CC2)cc1C
49) C#CCN(C)CCCOc1ccc(Cl)cc1Cl
50) CCCOC(=O)/C=C/c1c(C)[nH]c(=O)[nH]c1=O
51) CC(C(=O)Nc1ccccc1Sc1ccccc1)N(c1ccccc1)S(C)(=O)=O (stereo not given)
assay / entry,41,42,43,44,45,46,47,48,49,50,51
hiPSC survival,2.2,-2.2,-0.7,-1.6,-1.2,-1.0,-0.4,-0.9,0.5,-0.4,-1.1
NR2E3 ag-2,-3,2,1,2,-4,2,0,-5,0,-3,1
HIF-2a block,10,12,-287,12,12,18,10,-31,-81,15,23
PDI turbidity,-7,4,3,-2,3,7,-1,-7,-4,-13,-6
Peg3 prom inh,-16,10,-252,-5,18,25,-19,-2,-61,7,25
MITF TRPM1 inh,1,0,-59,5,0,-5,0,6,-50,12,3
NR2E3 ag-1,-20,-27,-19,10,-17,10,-1,-40,-27,-6,-2
Shn3 inh set2,-21,2,-47,11,3,33,-17,-5,-31,-35,8
CaV13 FRET inh,x,-4,-10,-2,-4,x,-5,x,-4,-3,x
m5-HT2A agonist,1,-2,0,-1,-4,-3,0,1,-4,-1,6
H9c2 protect,-6,8,-4,4,-3,-6,4,9,-21,4,-19

An excerpt from above in order of formula weight, rising:
44) O=C(O)c1cccc(NC(=O)c2ccc(S(=O)(=O)c3ccccc3)cc2)c1
45) Cc1ccc(S(=O)(=O)N(C)CC(=O)O/N=C(\N)c2cccc([N+](=O)[O-])c2)cc1
47) CN(C)CCn1c2c(c(SCC(=O)Nc3cccc4ccccc34)nc1=O)CCC2
42) CCNC(=O)CSc1nnc(-c2cccc(S(=O)(=O)N(CC)CC)c2)n1CCc1ccccc1
assay / entry,44,45,47,42
hiPSC survival,-1.6,-1.2,-0.4,-2.2
NR2E3 ag-2,2,-4,0,2
HIF-2a block,12,12,10,12
PDI turbidity,-2,3,-1,4
Peg3 prom inh,-5,18,-19,10
MITF TRPM1 inh,5,0,0,0
NR2E3 ag-1,10,-17,-1,-27
Shn3 inh set2,11,3,-17,2
CaV13 FRET inh,-2,-4,-5,-4
m5-HT2A agonist,-1,-4,0,-2
H9c2 protect,4,-3,4,8

Compound activity: PubChem BioAssay, several laboratories
